Screens (PubChem BioAssay)
Pf growth 48h: P. falciparum growth inhibition at 48 hours (one generation); P. falciparum luciferase growth in erythrocytes, 48 h; Potency, µM (titrated, usually from 28.7 µM), without a hit: at the highest dose activity change, negative = inhibition, actives largely listed as inhibitors; 310,000 tested, 5.9% active; AID 504832
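Parasite viability was followed by luminescence of a genomically integrated firefly luciferase. Cultures held 0.1% parasitemia at 2% hematocrit (final), incubated under 5% CO2 at 37 C.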
Tb PYK inh: inhibitors of Trypanosoma brucei pyruvate kinase; Q57TT1; TbPYK enzyme, Kinase-Glo Plus ATP luminescence, 45 min; Potency, µM (series often up to 76.8 µM), without a hit: at the top dose activity, negative = inhibition, usual class: inhibitors; 410,000 tested, 0.12% active; note: nearly all actives have a fitted effect of over 50% in size
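Quantitative HTS: titrated library compounds versus trypanosomal pyruvate kinase in TEA buffer (pH 7.2) containing KCl, MgCl2, BSA and Tween-20. Reactions were initiated with ADP, 130 uM final. Kinase-Glo Plus luminescence was read after 45 min at RT.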
Pf growth 96h: P. falciparum growth inhibition at 96 hours; 320,000 tested, 6.9% active; P. falciparum luciferase reporter growth, 96 h; Potency, µM (doses to about 28.7 µM), for the others: top-dose activity change, negative = inhibition, hits mostly inhibitors; AID 504834
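Cell-based qHTS: luciferase-tagged P. falciparum in erythrocytes (2% hematocrit, 0.05% parasitemia final) incubated with compounds for 96 hours, 37 C, 5% CO2; luciferase detection reagent then added and luminescence measured.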
HCV inh: inhibitors of hepatitis C virus infection; Huh7.5.1 HCVcc-Cre infection, luciferase reporter, 44 h; Potency, µM (titrated, usually from 41.8 µM), for inactives: top-dose activity change, negative = inhibition, actives largely listed as inhibitors; 340,000 tested, 3.4% active; AID 651820
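Infectious HCVcc-Cre (~0.5 moi) was added to cells just after compound, with cells seeded 4 h earlier at 1,000 per well. Luciferase activity after 44 h culture reported infection; substrate was incubated 15 min at room temperature before reading.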
Sm TGR inh: S. mansoni TGR enzyme inhibition. Q962Y6. purified TGR, DTNB reduction, TNB absorbance 405 nm. Potency, µM (doses to about 114 µM), inactives show at the highest dose activity change, negative = inhibition, hits mostly inhibitors. 360,000 tested, 3% active. AID 485364; note: nearly all actives have a fitted effect of over 60% in size
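TGR 20 nM + NADPH 100 uM (dispensed conc.), cpd preinc 15 min RT; start with NADPH (500 uM addition) then DTNB (15 mM addition). Kinetic TNB absorbance, 405 nm filter. Four-parameter Hill fit across titration.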
LmPK inh: inhibitors of Leishmania mexicana pyruvate kinase; Q27686; AID 1721; purified LmPK, Kinase-Glo ATP luminescence, 1 h; 290,000 tested, 0.37% active; Potency, µM (series often up to 57.5 µM), for inactives: top-dose activity change, negative = inhibition, hits mostly inhibitors
Target sequence (Q27686 whole entry, looked up): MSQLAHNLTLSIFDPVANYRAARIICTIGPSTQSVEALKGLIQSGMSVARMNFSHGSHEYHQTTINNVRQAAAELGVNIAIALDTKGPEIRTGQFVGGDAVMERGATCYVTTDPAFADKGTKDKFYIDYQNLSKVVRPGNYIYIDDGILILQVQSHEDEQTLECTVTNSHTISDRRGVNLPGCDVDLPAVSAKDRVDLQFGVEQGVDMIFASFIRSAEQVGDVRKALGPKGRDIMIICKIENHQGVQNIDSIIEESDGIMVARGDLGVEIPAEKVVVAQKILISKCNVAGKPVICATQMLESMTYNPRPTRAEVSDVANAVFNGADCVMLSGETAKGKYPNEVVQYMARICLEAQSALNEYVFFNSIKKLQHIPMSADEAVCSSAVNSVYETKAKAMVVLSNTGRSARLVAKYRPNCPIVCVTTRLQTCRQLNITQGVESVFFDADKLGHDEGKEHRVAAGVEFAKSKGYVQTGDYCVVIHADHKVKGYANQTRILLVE
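qHTS format; LmPK 0.1 nM; substrates PEP 0.5 mM and ADP 0.1 mM. One-hour room-temperature incubation, then coupled luciferase luminescence; 0.5 nM enzyme wells mark activation.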
Active calls of the source: *; ? = inconclusive; . = no result given; & = joins results of further samples; [ ] = another dose, or the depositor's remark. Calls come from the whole dose curve; as a rule, active = well fitted curve in the direction sought with a large enough effect; inconclusive = small, poorly fitted or top-dose-only effect, or another doubt; inactive = no such curve, though single readings can be large; an effect the other way counts as inactive or inconclusive. % is set by controls: 0 for no effect and ±100 for the full control effect; potency is the fitted concentration of half-maximal effect.

No.	mol	Pf growth 48h	Tb PYK inh	Pf growth 96h	HCV inh	Sm TGR inh	LmPK inh
1	O=C(CSc1ccccc1)N1CCCC(N2CCN(c3ccc(F)cc3)CC2)C1 (stereo unspecified)	?	3%	11%	10µM*	1%	8%
2	CC(C)N(Cc1nc2ccccc2[nH]1)C(C)C	?	4%	-2%	12%	-11%	-4%
3	Cc1cc(C)c(N2C(=O)CCCC2=O)c(Cl)c1	9%	-7%	?	-3%	0%	1%
4	COc1ccc2[nH]c(=O)c(CN(CCO)C(=O)c3cccs3)cc2c1	0%	5%	219%[activator]	-3%	7%	-5%
5	COc1c(CC=C(C)C)cc(C2CC(=O)c3c(O)cc(O)cc3O2)cc1CC=C(C)C (stereo unspecified)	?	-2%	168%[activator]	?	7%	0%
6	COC(=O)c1ccc(NC(=O)CCc2nnc3ccc(N4CCC5(CC4)OCCO5)nn23)cc1	-19%	-1%	-10%	6%	-8%	2%
7	COc1ccc(C(=O)N(C)Cc2cnn(Cc3ccccc3)c2)cc1S(=O)(=O)N1CCOCC1	?	4%	?	.	-19%	.
8	COC(=O)c1cccc(N(C(=O)CNC(=O)c2ccco2)C(C(=O)NC2CCCC2)c2ccco2)c1 (stereo unspecified)	-23%	2%	-4%	9%	?	-1%
9	NC(=O)c1ccc(C23CC4CC(CC(C4)C2)C3)o1	-20%	0%	?	27%	-2%	-4%
10	CCN(CC)S(=O)(=O)c1ccc2c(c1)c(C(=O)O)cn2C	8%	3%	6.6µM*	10%	1%	-2%
11	Cc1cc(Cl)ccc1NC(=O)C1COc2ccccc2O1 (stereo unspecified)	202%[activator]	4%	90%[activator]	2%	12%	1%
12	Cc1ccc(NC(=O)CCCNC(=O)c2ccc(Cl)cc2)c(O)c1	45%[activator]	-5%	64%[activator]	1%	-7%	-4%
13	Cc1ccc(C(=O)NC2CC3CCC(C2)N3Cc2ccco2)cc1 (stereo unspecified)	-20%	-1%	-4%	-9%	-16%	6%
14	CCOc1ccc(CCNC(=O)c2cc3c(s2)CS(=O)(=O)C3)cc1OCC	?	-2%	25%	?	8%	5%
15	COc1ccc([C@H]2CC(=O)C=C(c3cc(C(F)(F)F)cc(C(F)(F)F)c3)C2)cc1	?	-6%	-88%	12%	12%	.
16	Cc1ncc(CN2CCCC(C(=O)Nc3ccc(-c4cscn4)cc3)C2)cn1 (stereo unspecified)	29%	7%	-28%	6%	-22%	-2%
17	COc1ccc(Br)cc1CNC(=O)C1CCN(S(=O)(=O)N2CCCC2)CC1	3%	-3%	10%	-7%	-24%	0%
18	COc1ccc(N(CC(=O)N/N=C(\C)CCc2ccccc2)S(=O)(=O)c2ccc(C)cc2)cc1	-18%	-3%	-12%	10%	8%	5%
19	Cc1cc(N2CCOCC2)ccc1/C=C1\NC(=O)N(Cc2ccccc2)C1=O	-18%[1.15 µM]	3%	?	?	1%	3%
20	CS(=O)(=O)NCCCNc1ccc(Cl)cc1[N+](=O)[O-]	.	-6%	64%[activator]	7%	2%	8%
21	C=CCOc1cccc(C2C(C(=O)c3cc4ccccc4o3)=C(O)C(=O)N2c2cc(C)on2)c1 (stereo unspecified)	?	2%	?	-4%	-27%	0%
22	CN1/C(=C\C(=O)c2cncc(Br)c2)C(C)(C)c2ccccc21	?	-3%	?	?	-17%	1%
23	CCOC(=O)c1sc(=NC(=O)c2cccc(C)c2)n(C)c1C	322%[activator]	3%	195%[activator]	-6%	0%	6%
24	CCOc1ccc2ccccc2c1CNc1nnnn1CC	-21%	-4%	?	6%	-5%	-1%
25	CCN(CC(=O)Nc1cc(Cl)ccc1C)C(=O)CCOc1ccccc1C	?	-5%	-24%	-7%	35µM*	9%
26	CC(C)(C)n1nnnc1C(c1ccncc1)N1CCN(c2ccc(O)cc2)CC1 (stereo unspecified)	?	?	.	12%	37%[activator]	?
27	CCOC(=O)c1nn(-c2ccccc2)c(=O)c2c(N)scc12	-14%	?	3%	-16%	6%	8%
28	CN(CC(=O)Nc1ccccc1C(F)(F)F)C(=O)COc1ccccc1Cc1ccccc1	?	4%	?	-2%	-9%	.
29	COc1ccc2sc(N(CCN(C)C)C(=O)c3ccc4ccccc4c3)nc2c1	8%	4%	97%[activator]	-18%	7%	2%
30	Cc1ccc(Cl)cc1N(CC(=O)NC1CCCCC1)S(C)(=O)=O	0%	13%	38%[activator]	20%	2%	2%
31	Cc1ccc(NC(=O)CCC(=O)NNC(=O)COc2ccc([N+](=O)[O-])cc2)cc1C	5%	0%	26%	-10%	4%	2%
32	CCN(CC)S(=O)(=O)c1ccc(N2CCOCC2)c(NC(=O)COc2ccc(OC)cc2)c1	?	2%	?	?	5%	.
33	CN1CCCN(C(=O)CC(c2ccccc2)c2ccccc2)CC1	-5%	4%	31%	2%	-2%	1%
34	COc1ccc(CCC(=O)Nc2ccc(C(=O)c3ccncc3)cc2)cc1	-4%	3%	-23%	5%	20%	2%
35	Cc1ccc(CN2CCC(n3nccc3NC(=O)c3ccc4c(c3)OCO4)CC2)o1	6%	0%	-29%	.	-6%	6%
36	CN(C)c1ccc(/C=N\S(=O)(=O)c2ccccc2)cc1	0%	-14%	75%[activator]	1%	8%	1%
37	CCOC(=O)Cc1[nH]nc2c1C(c1ccoc1)C(C#N)=C(N)O2 (stereo unspecified)	-5%	-1%	.	14%	-9%	0%
38	COCCCN(C(=O)C(C)Oc1ccc(Br)cc1)c1c(N)n(Cc2ccccc2)c(=O)[nH]c1=O (stereo unspecified)	13µM*	-12%	?	?	6%	.
39	COc1ccc(CNC(=S)NCc2ccc(F)cc2)cc1	7%	-7%	22%	-8%	0%	0%
40	CC(=O)n1cc(N(C(=O)CCl)c2ccccc2)c2ccccc21	?	-1%	?	1µM*	0.5µM*	0%
41	Cn1c(CN2CCN(C(=O)COc3ccccc3)CC2)nc2cc([N+](=O)[O-])ccc21	-1%	7%	?	?	-8%	1%
42	CC(C)CNC(=O)NC1(C(F)(F)F)Oc2ccccc2O1	11%	-8%	-26%	-22%	-9%	-4%
43	CC(C)CC(NC(N)=O)C(=O)NCc1ccc(Cl)cc1 (stereo unspecified)	16%	4%	-1%	10%	2%	1%
44	O=C(c1ccc(F)cc1)N1CCCC(C(=O)N2CCc3ccccc3C2)C1 (stereo unspecified)	9%	-4%	-2%	9%	1%	-1%
45	COc1ccc2c(c1OC)C(=O)OC2CC(=O)O (stereo unspecified)	26%	-3%	.	21%	10%	4%
46	O=C(/C=C/c1ccc(Cl)cc1Cl)N1CCN(c2ccccc2[N+](=O)[O-])CC1	27%	0%	-9%	-8%	-1%	2%
47	COC(=O)C(C)Sc1nnc(Cc2cc(=O)[nH]c(=O)[nH]2)n1-c1cccc(OC)c1 (stereo unspecified)	.	-3%	16%	17%	7%	2%
48	Cc1ccc(/C=N/NC(=O)c2nnn(-c3nonc3N)c2CN(C)c2ccccc2)s1	7%	2%	31%[activator]	5%	-1%	4%
49	CC(C)OC(=O)CSc1nc2c(cc1C#N)CCCCC2	94%[activator]	-6%	?	6%	.	-2%
50	Cc1cc(C(=O)NCCC(C)C)c2ccccc2n1	0%	-6%	35%[activator]	-20%	-7%	-3%

Compound profiles (already shown). Screens in order: Pf growth 48h	Tb PYK inh	Pf growth 96h	HCV inh	Sm TGR inh	LmPK inh
`O=C(c1ccc(F)cc1)N1CCCC(C(=O)N2CCc3ccccc3C2)C1` (stereo unspecified) across the screens: 9%	-4%	-2%	9%	1%	-1%
`COc1ccc(CCC(=O)Nc2ccc(C(=O)c3ccncc3)cc2)cc1` across the screens: -4%	3%	-23%	5%	20%	2%
`Cc1ccc(Cl)cc1N(CC(=O)NC1CCCCC1)S(C)(=O)=O` across the screens: 0%	13%	38%[activator]	20%	2%	2%
`Cn1c(CN2CCN(C(=O)COc3ccccc3)CC2)nc2cc([N+](=O)[O-])ccc21` across the screens: -1%	7%	?	?	-8%	1%
`COc1ccc2c(c1OC)C(=O)OC2CC(=O)O` (stereo unspecified) across the screens: 26%	-3%	.	21%	10%	4%

Other compounds.
No.	mol	Pf growth 48h	Tb PYK inh	Pf growth 96h	HCV inh	Sm TGR inh	LmPK inh
51	CCOC(=O)c1nnn(-c2nonc2N)c1C	.	-14%	6%	-2%	0%	-3%
52	O=C(N/N=C/c1c[nH]c2ccccc12)c1ccn(Cc2ccc(Cl)cc2Cl)n1	?	0%	?	?	0%	1%
53	Nc1cc(S(=O)(=O)O)cc([N+](=O)[O-])c1O	14%	-10%	21%	4%	-11%	-5%
54	CCc1ccc(C2CC(=O)Nc3c2c(=O)nc2c(C)cccn32)cc1 (stereo unspecified)	-7%	-4%&-2%	-29%	10%	-2%&16%	-5%
55	CCN(C(=O)COC(=O)Cc1cccc2ccccc12)C1CCS(=O)(=O)C1 (stereo unspecified)	-4%	-2%	2%	-4%	-18%	.
56	COc1ccc(S(=O)(=O)N2CCCCC2)cc1NC(=O)c1cnc(C)cn1	-12%	-5%	-12%	17%	1%	.
57	O=C(Nc1nc(-c2cccc3ccccc23)cs1)c1cnccn1	23%	-2%	37%[activator]	-8%	2%	-2%
58	O=C(Nc1nnc(C2CC2)s1)c1ccc(Cl)c(S(=O)(=O)N2CCc3ccccc3C2)c1	-22%	-1%	?	?	0%	2%
59	Brc1ccc(/C=N/Nc2nncc(-c3ccccc3)n2)o1	-18%	.	?	.	-5%	-7%
60	COc1ccc(CC(C)N2CCN(c3cccc(C(F)(F)F)c3)CC2)cc1OC (stereo unspecified)	.	2%	?	11µM*	5%	-3%
61	CCC1Sc2ccc(S(=O)(=O)CCC(=O)Nc3ccccc3Br)cc2NC1=O (stereo unspecified)	-3%	-10%	?	13%	2%	1%
62	Cc1nc(-c2coc3cc(C)c(N=O)c(O)c3/c2=N\N)cs1	5%	-13%	61%[activator]	21%	-7%	3%
63	O=C(N/N=C/c1ccccc1F)NC12CC3CC(CC(C3)C1)C2	35%[activator]	0%	?	-27%	1%	3%
64	COc1cccc(C(c2nnnn2Cc2ccco2)N2CCN(c3cccc(C)c3C)CC2)c1OC (stereo unspecified)	9.3µM*	?	8%	11µM*	-6%	6%
65	CCOC(=O)c1sc(NC(=O)CNC(=O)Cn2cnc3sc(C)c(C)c3c2=O)nc1C	7%	-7%	4%	10%	8%	0%
66	Brc1ccc(-c2csc(N3CCc4ccccc4C3)n2)cc1	10%	-17%	35%[activator]	?	6%	1%
67	O=C(CN(C(=O)CCC(=O)Nc1nccs1)c1cccc(C(F)(F)F)c1)NCC1CCCO1 (stereo unspecified)	12%	5%	3%	-6%	2%	0%
68	O=C(c1cc2cc(Cl)ccc2o1)N1CCCCCC1	58%[activator]	-3%	-2%	2%	4%	.
69	COc1ccc(C(=O)n2ccc(C)n2)cc1Br	4%	.	12%	4%	2%	-6%
70	CCn1c(SC(C)C(=O)NCC2CCCO2)nc2ccccc21 (stereo unspecified)	-3%	0%	10%	?	5%	.

Four compounds drawn at random from the list so far, as already listed:
No.	mol	Pf growth 48h	Tb PYK inh	Pf growth 96h	HCV inh	Sm TGR inh	LmPK inh
22	CN1/C(=C\C(=O)c2cncc(Br)c2)C(C)(C)c2ccccc21	?	-3%	?	?	-17%	1%
5	COc1c(CC=C(C)C)cc(C2CC(=O)c3c(O)cc(O)cc3O2)cc1CC=C(C)C (stereo unspecified)	?	-2%	168%[activator]	?	7%	0%
66	Brc1ccc(-c2csc(N3CCc4ccccc4C3)n2)cc1	10%	-17%	35%[activator]	?	6%	1%
41	Cn1c(CN2CCN(C(=O)COc3ccccc3)CC2)nc2cc([N+](=O)[O-])ccc21	-1%	7%	?	?	-8%	1%
